PAX8 reporter: inhibitors of PAX8 transcriptional activity in RMG-I cells. RMG-I TPO-luciferase reporter, SteadyGlo, 24 h. inhibition, % at 12.6 µM. 360,000 tested, 1.2% active;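 active = mean replicate inhibition at least 60% with every replicate also reaching 60%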;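 note: luciferase light reporting Pax8 driven TPO promoter activity; plate controls were median of neutral control wells for no effect and mitoxantrone controls for full effect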
ERAP1 inh: ERAP1 (human) enzyme inhibition; 340,000 tested, 0.15% active; AID 652197; inhibition, % at 10.7 µM; Q9NZ08; recombinant ERAP1, Leu-AMC fluorescence, 60 min;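 active = mean replicate inhibition of at least 30%, or all replicates individually reaching that 30% level; inactive = mean below 30% and not every replicate reaching it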;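 note: 0% = neutral control wells and 100% = L-leucinethiol positive control wells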
Target sequence (Q9NZ08 whole entry, looked up): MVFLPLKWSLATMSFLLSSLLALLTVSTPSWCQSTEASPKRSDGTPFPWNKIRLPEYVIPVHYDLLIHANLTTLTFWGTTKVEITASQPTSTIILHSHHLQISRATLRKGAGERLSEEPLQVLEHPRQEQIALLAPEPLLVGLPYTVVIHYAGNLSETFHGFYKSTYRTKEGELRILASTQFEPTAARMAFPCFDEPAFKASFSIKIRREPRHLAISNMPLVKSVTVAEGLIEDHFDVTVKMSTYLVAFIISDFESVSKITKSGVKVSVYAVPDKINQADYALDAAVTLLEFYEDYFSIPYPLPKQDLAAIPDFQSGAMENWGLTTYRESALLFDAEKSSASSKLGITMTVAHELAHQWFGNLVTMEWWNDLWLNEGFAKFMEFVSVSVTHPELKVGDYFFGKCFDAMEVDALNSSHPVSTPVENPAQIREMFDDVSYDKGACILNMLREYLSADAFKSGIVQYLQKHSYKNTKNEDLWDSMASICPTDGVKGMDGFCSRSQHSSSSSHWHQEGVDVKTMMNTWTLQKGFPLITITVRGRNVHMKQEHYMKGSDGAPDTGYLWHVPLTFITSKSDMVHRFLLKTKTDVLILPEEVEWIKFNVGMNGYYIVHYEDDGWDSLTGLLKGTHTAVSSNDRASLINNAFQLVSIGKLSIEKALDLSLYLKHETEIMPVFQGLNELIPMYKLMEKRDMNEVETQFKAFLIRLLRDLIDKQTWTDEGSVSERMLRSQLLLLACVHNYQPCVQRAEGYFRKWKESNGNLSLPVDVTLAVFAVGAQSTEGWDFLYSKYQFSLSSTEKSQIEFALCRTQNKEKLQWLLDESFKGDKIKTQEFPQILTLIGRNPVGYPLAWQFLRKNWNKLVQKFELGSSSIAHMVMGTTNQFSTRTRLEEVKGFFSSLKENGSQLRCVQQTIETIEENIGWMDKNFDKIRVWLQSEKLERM
LGR2 antag: blocks bursicon-induced cAMP signaling via Drosophila LGR2. HEK293 LGR2, CRE-luciferase, bursicon-stimulated, 4 h. inhibition, % at 9.99 µM. AID 720647. 380,000 tested, 0.35% active;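 active = drop in luminescence signal, shown as inhibition above about 50% in the replicate tests, limit read from the data, passing the limit was not always enough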;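 note: agonist challenge used bursicon conditioned medium at about half maximal strength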
PglD DTNB: inhibitors of Campylobacter jejuni PglD acetyltransferase; purified PglD enzyme, DTNB colorimetric CoA detection; inhibition, % at 12.5 µM; 360,000 tested, 0.098% active; AID 602405; in the data active = inhibition above about 16%, passing the limit was not always enough; note: strong numbers were not always called active
PGC1a acetyl inh: lowers PGC1a acetylation signal in U2OS cells; 350,000 tested, 0.17% active; AlphaScreen anti-acetyl-lysine; with virally co-expressed GCN5 acetyltransferase; AID 651687; inhibition, % at 15.6 µM;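 active = every replicate shows inhibition of at least 40%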;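 note: 0% = neutral control wells and 100% = positive control wells; some results beyond the cut were filed as inactive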
EWS-Fli block: inhibitors of EWS/Fli oncoprotein transcriptional activity; AID 651661; A673 NR0B1-luciferase reporter, viability-normalised; inhibition, % at 12.6 µM; 350,000 tested, 0.67% active;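 active = mean inhibition of at least 50% after viability correction, with every replicate also passing that limit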;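 note: firefly luciferase signal divided by Alamar Blue viability fluorescence both relative to DMSO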
FN deposit inh: fibronectin deposition inhibition; AH1F fibroblasts, Alexa488-fibronectin deposition fluorescence, overnight; inhibition, % at 12.6 µM; 350,000 tested, 0.086% active;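 active = mean inhibition across replicates of 30% or more, regardless of how many single replicates reach that level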;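 note: positive control wells lacked labelled fibronectin entirely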
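Test system: AH1F fibroblast monolayer depositing Alexa488-labelled fibronectin into matrix. Input: 10000 cells per well. Technique: fluorescence, ex 485 nm, em 525 nm. Buffer or medium: DMEM plus 2% serum, read in PBS. Timing: 1 h cell adhesion before compound, then overnight fibronectin incubation. Compound: single dose, pinned. Read-out basis: inhibition from reduced deposited-fibronectin fluorescence.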
S100A4 MyoIIA: inhibitors of human S100A4 binding to myosin IIA peptide; inhibition, % at 10.7 µM; 360,000 tested, 0.14% active; P26447; AID 652163; S100A4/TAMRA-MyoIIA peptide fluorescence polarization;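 active = mean inhibition of at least 70% across replicates, with every replicate also reaching that level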
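incubation = readout 5 min after mixing, signal stable up to 60 min | system = S100A4 monomer protein | buffer or medium = HEPES pH 7.2 with CaCl2, KCl, NaCl, DTT, Triton | benchmarks = neutral control DMSO, positive control TFP | also added = fluorescent myosin IIA peptide, 5 nM | compound dosing = one concentration per compound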
An asterisk follows results filed as active; nt = no result given.

SMILES	PAX8 reporter	ERAP1 inh	LGR2 antag	PglD DTNB	PGC1a acetyl inh	EWS-Fli block	FN deposit inh	S100A4 MyoIIA
CN(C)CC(=O)N1[C@@H]2Cn3c(ccc(-c4cccnc4)c3=O)[C@H]1[C@@H](C(=O)NC1CCCC1)[C@@H]2CO	-4	-6	-9	nt	nt	-3	nt	-22
COc1cc(OC)cc(C(=O)OCc2ccc([N+](=O)[O-])cc2)c1	-2	4	-11	nt	5	6	5	1
CCOc1ccc(NC(=O)CC2C(=O)N(c3ccc(OC)cc3)C(=O)N2CCc2ccc(OC)c(OC)c2)cc1 (stereo unspecified)	11	-3	27	5	nt	5	nt	-1
Nc1ccc2nc(CCCCCCc3nc4ccc(N)cc4[nH]3)[nH]c2c1	9	0	nt	4	3	0	-17	-10
CCCNC(=O)Nc1ccc2c(c1)C(=O)N(C)[C@@H]1CC[C@@H](CC(=O)NCCCN(C)C)O[C@H]1CO2	-6	4	18	6	15	-4	-3	-4
C[C@@H]1CN([C@H](C)CO)C(=O)c2cccc(NC(=O)Nc3ccccc3)c2O[C@@H]1CN(C)C(=O)Nc1ccc(C(F)(F)F)cc1	nt	1	9	5	6	-6	nt	-2
CCc1csc(N2[C@H](C#N)[C@@H](c3ccc(-c4cccc(F)c4)cc3)[C@H]2CO)n1	12	0	-3	5	4	4	-3	0
O=C(NCc1ccccn1)C(=O)Nc1ccccc1	-70	-5	-46	6	-2	-59	3	-2
COc1ccc(/C=N\n2nnc3ccccc32)cc1	19	nt	nt	-10	6	nt	1	nt
C[C@@H](C(=O)Nc1ccc2c(c1)OCO2)n1c(=O)[nH]c2ccccc2c1=O	-3	0	19	11	2	nt	14	-3
CCOC(=O)c1cc2ccccc2n1C1CCN(C)CC1	9	12	14	nt	nt	2	3	-3
CN(CC1COCCO1)c1nc2nonc2nc1N1CCSCC1 (stereo unspecified)	-13	3	-6	nt	nt	6	2	-1
C[C@H](CO)N1C[C@H](C)[C@H](CN(C)C(=O)Nc2ccccc2)Oc2ccc(NC(=O)Cc3ccccc3)cc2CC1=O	-1	-3	2	1	-1	-6	nt	14
COc1ccc(-c2noc(-c3ccoc3C)n2)cc1	-130	-2	nt	nt	-24	-25	-11	0
O=C(/C=C/c1ccco1)NCc1ccc2c(c1)OCO2	11	-1	6	-3	-1	-5	4	-13
N#Cc1ccccc1NC(=O)Nc1ccccc1	6	2	14	nt	5	6	nt	0
CC(=O)Nc1ccc(S(=O)(=O)NCc2ccc(C(=O)NCc3ccc(Cl)cc3)cc2)cc1	nt	1	-3	-3	-8	3	nt	-4
CCCNC(=O)[C@@H]1[C@@H](CO)[C@@H]2Cn3c(ccc(/C=C/c4ccccc4)c3=O)[C@H]1N2C(=O)C1CCC1	20	-2	15	-6	nt	8	nt	-19
C[C@H](CO)N1C[C@H](C)[C@H](CN(C)S(C)(=O)=O)Oc2ccc(NC(=O)Nc3cccc4ccccc34)cc2CC1=O	9	-1	3	-5	-3	nt	nt	-7
CC1CC(C)CN(CCCNC(=O)CN2C(=O)c3cccnc3Oc3ccc(Cl)cc32)C1 (stereo unspecified)	10	-4	7	3	-14	9	-1	-2
O=C(CN1CCOCC1)NCC[C@H]1CC[C@H](NC(=O)Nc2ccc(Cl)cc2)[C@@H](CO)O1	-3	0	-10	-2	5	-7	nt	-1
O=S(=O)(N/N=C1/CC(c2ccccc2)Oc2ccccc21)c1ccccc1 (stereo unspecified)	-9	3	nt	nt	nt	0	-2	-8
C[C@H](CO)N1C[C@H](C)[C@@H](CN(C)C(=O)Nc2cccc3ccccc23)Oc2c(NS(=O)(=O)c3ccccc3)cccc2C1=O	-14	1	-12	0	-8	12	nt	9
CC(C)CN1C(=O)NC(NC(=O)c2cccs2)(C(F)(F)F)C1=O (stereo unspecified)	11	nt	nt	6	1	nt	-13	nt
COc1ccccc1OC(C)C(=O)N1CCc2ccccc21 (stereo unspecified)	-4	0	12	1	nt	-10	-6	0

Four compounds drawn at random from the list so far:
SMILES	PAX8 reporter	ERAP1 inh	LGR2 antag	PglD DTNB	PGC1a acetyl inh	EWS-Fli block	FN deposit inh	S100A4 MyoIIA
Nc1ccc2nc(CCCCCCc3nc4ccc(N)cc4[nH]3)[nH]c2c1	9	0	nt	4	3	0	-17	-10
O=S(=O)(N/N=C1/CC(c2ccccc2)Oc2ccccc21)c1ccccc1 (stereo unspecified)	-9	3	nt	nt	nt	0	-2	-8
CN(CC1COCCO1)c1nc2nonc2nc1N1CCSCC1 (stereo unspecified)	-13	3	-6	nt	nt	6	2	-1
CCCNC(=O)Nc1ccc2c(c1)C(=O)N(C)[C@@H]1CC[C@@H](CC(=O)NCCCN(C)C)O[C@H]1CO2	-6	4	18	6	15	-4	-3	-4

Ordered by the number under PglD DTNB (smallest number first): 5 of the compounds above.
SMILES,ERAP1 inh,LGR2 antag,PglD DTNB,PGC1a acetyl inh,S100A4 MyoIIA
O=C(CN1CCOCC1)NCC[C@H]1CC[C@H](NC(=O)Nc2ccc(Cl)cc2)[C@@H](CO)O1,0,-10,-2,5,-1
C[C@H](CO)N1C[C@H](C)[C@H](CN(C)C(=O)Nc2ccccc2)Oc2ccc(NC(=O)Cc3ccccc3)cc2CC1=O,-3,2,1,-1,14
CC1CC(C)CN(CCCNC(=O)CN2C(=O)c3cccnc3Oc3ccc(Cl)cc32)C1 (stereo unspecified),-4,7,3,-14,-2
C[C@@H]1CN([C@H](C)CO)C(=O)c2cccc(NC(=O)Nc3ccccc3)c2O[C@@H]1CN(C)C(=O)Nc1ccc(C(F)(F)F)cc1,1,9,5,6,-2
CC(C)CN1C(=O)NC(NC(=O)c2cccs2)(C(F)(F)F)C1=O (stereo unspecified),nt,nt,6,1,nt

Going on with the list.
SMILES	PAX8 reporter	ERAP1 inh	LGR2 antag	PglD DTNB	PGC1a acetyl inh	EWS-Fli block	FN deposit inh	S100A4 MyoIIA
Cc1sc2ncnc(SCC(=O)NCC3CCCO3)c2c1C (stereo unspecified)	-4	2	8	1	2	-3	-21	1
C[C@@H]1CCCCO[C@H](CN(C)CC2CC2)[C@@H](C)CN([C@H](C)CO)C(=O)c2cc(NS(=O)(=O)c3ccccc3)ccc2O1	-18	1	3	10	-8	nt	nt	2
S=C(NCCN1CCOCC1)N1CCN(c2cccc(Cl)c2)CC1	12	0	-5	3	7	12	-12	-1
COc1cc(/C=N/Nc2ccc(C)cc2)cc(Br)c1O	-15	5	-2	3	2	-4	2	23
O=C(CCCn1c(SCC(=O)c2ccc(Cl)cc2)nc2ccccc2c1=O)NCc1ccco1	-25	nt	nt	-6	1	nt	-8	nt
C[C@@H]1CN([C@H](C)CO)C(=O)c2cccc(NC(=O)c3cnccn3)c2O[C@@H]1CN(C)CC1CCCCC1	3	10	3	5	4	-1	nt	-7
O=C(C1CC(=O)N(c2ccc(Cl)cc2)C1)N1CCC(c2nc3ccccc3[nH]2)CC1 (stereo unspecified)	25	-2	2	-3	nt	1	-8	4
CCCCN(C(=O)CSc1ncn[nH]1)c1c(N)n(Cc2ccccc2)c(=O)[nH]c1=O	4	-1	-10	-4	5	-3	nt	-1
O=C(Cc1ccncc1)NCC[C@@H]1CC[C@@H](NC(=O)C2CCCC2)[C@H](CO)O1	15	1	-16	1	-1	-14	0	-4
Cc1ccccc1-c1ccc([C@H]2[C@@H](CO)N3C(=O)CN(C(=O)c4ccccn4)C[C@@H]23)cc1	-23	nt	-11	nt	-4	2	nt	6
O=C(CSc1n[nH]c(=O)n1-c1ccccc1)Nc1ccccc1	-1	2	nt	-10	-7	16	1	3
CC(C)CC#Cc1ccc2c(c1)O[C@H](CN(C)C(=O)c1cnccn1)[C@@H](C)CN([C@H](C)CO)S2(=O)=O	-5	1	7	0	-3	6	nt	-10
O=C(CC1(O)C(=O)Nc2ccccc21)c1cccc(-n2cccc2)c1 (stereo unspecified)	4	nt	-8	4	nt	12	7	-2
O=C(C[C@H]1C[C@H]2c3cc(NC(=O)Nc4ccccc4)ccc3O[C@H]2[C@@H](CO)O1)NCC1CC1	nt	-5	7	0	-12	0	12	-5
CCC(C)[C@H](NC(=O)[C@@H]1CSC2c3ccccc3C(=O)N21)C(=O)N1CCCCC1 (stereo partly specified)	-4	1	7	-2	8	-6	-8	3
O=C(NCC1CCCO1)c1cc(S(=O)(=O)N2CCOCC2)c(Cl)cc1Cl (stereo unspecified)	0	-3	-3	-1	nt	nt	-2	-2
C[C@H](O)C#Cc1cnc2c(c1)C(=O)N([C@H](C)CO)C[C@@H](C)[C@@H](CN(C)C(=O)c1ccncc1)O2	nt	-3	-1	1	-7	0	nt	7
O=C(NCc1ccc2[nH]c3c(c2c1)CCCC3)c1ccc(S(=O)(=O)N2CCCC2)cc1	6	4	0	2	5	1	-4	-2
O=C(C1CCOCC1)N1CC(=O)N2[C@H](CO)[C@@H](c3ccc(C#Cc4cccc(F)c4)cc3)[C@H]2C1	-11	0	5	nt	-8	-5	nt	9
C[C@@H]1CCCCO[C@@H](CN(C)Cc2ccc(C(=O)Nc3ccccc3N)cc2)[C@@H](C)CN([C@H](C)CO)C(=O)c2cc(NC(=O)c3ccccc3)ccc2O1	23	1	8	nt	2	-7	6	2
C[C@@H]1CN([C@@H](C)CO)C(=O)c2cc(NC(=O)C3CC3)ccc2O[C@H]1CN(C)S(C)(=O)=O	-3	6	6	1	-2	-1	nt	-8
COc1cc(/C=C(/NC(=O)c2ccccc2)C(=O)Nc2cccc(O)c2)c([N+](=O)[O-])cc1OC	38	4	13	6	-5	1	-2	3
O=C(NC1CCCC1)[C@H]1[C@H](CO)[C@H]2Cn3c(ccc(C4=CCCC4)c3=O)[C@@H]1N2C(=O)c1ccccc1	nt	-5	-18	1	nt	1	-4	19
O=C1OCCN1C(=O)[C@H]1[C@H](c2ccccc2)C(c2cccc(Cl)c2)=NN1c1ccc(Br)cc1	-11	7	2	-4	4	3	-7	-1
COc1ccc(/C=C2/N=C(SC3CCOC3=O)N(c3cccc(OC)c3)C2=O)cc1 (stereo unspecified)	-26	-5	nt	nt	nt	-17	4	-5
COc1cc(-c2nc(CN3CCCCC3CCNC(C)=O)c(C)o2)ccc1F (stereo unspecified)	-5	nt	11	nt	6	-2	-2	-4
CSc1ccccc1C(=O)OCC(=O)NCCN1C(=O)CSC1=O	2	-6	-8	3	nt	5	2	3
